CSN deneddyl inh: CSN deneddylation inhibition | Q92905 | Purified CSN, SCF-Nedd8-OG deneddylation, fluorescence polarization | inhibition, % at 12.5 µM | 360,000 compounds, 0.38% hits;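 active = pattern-corrected inhibition above about 35%, with an unprinted fluorescence ratio check between 0.5 and 1.5, limit read from the data, passing the limit was not always enough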;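 note: 0% = enzyme with substrate and 100% = substrate without enzyme; some results filed as inactive read as strong as hits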
Target sequence (Q92905 whole entry, looked up, one chain of several): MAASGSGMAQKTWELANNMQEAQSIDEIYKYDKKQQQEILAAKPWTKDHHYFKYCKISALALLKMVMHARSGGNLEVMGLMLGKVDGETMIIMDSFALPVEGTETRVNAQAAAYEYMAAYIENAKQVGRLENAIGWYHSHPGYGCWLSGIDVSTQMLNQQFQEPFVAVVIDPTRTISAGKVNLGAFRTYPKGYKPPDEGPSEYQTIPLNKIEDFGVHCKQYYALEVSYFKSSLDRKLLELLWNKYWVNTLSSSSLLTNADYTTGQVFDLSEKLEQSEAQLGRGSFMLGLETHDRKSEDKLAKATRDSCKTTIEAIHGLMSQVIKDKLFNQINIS
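test system = HEK293T-derived human Csn5 enzyme | amount = 0.24 nM Csn5 enzyme, final concentration | medium = Tris/NaCl/DTT buffer, pH 7.5 | schedule = 90 min reaction at room temperature | signal = FP | evaluation = inhibition of Csn5 cleavage, % | compound dosing = single dose of 12.5 µM compound with 0.25% DMSO | probe or stimulus = 10 nM SCFSkp2-Nedd8OG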
STEP block: inhibitors of human striatal-enriched phosphatase STEP; 360,000 compounds, 0.25% hits; inhibition, % at 20 µM; AID 588621; recombinant STEP, OMFP fluorogenic substrate, fluorescence; P54829;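 active = inhibition at 20 µM, scaled per plate between control wells, above about 37%, limit read from the data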;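 note: 0% = DMSO with enzyme and substrate and 100% = substrate only without enzyme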
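Material: STEP (striatal-enriched tyrosine phosphatase) enzyme, cell-free; Compound dosing: 20 µM single dose in 1% DMSO; Technique: fluorescence read at 480 nm ex / 540 nm em; Times: reaction 20 min, ambient temperature; Medium: 50 mM Bis-Tris pH 6.0 with 2.5 mM DTT and 0.005% Tween 20; Also added: OMFP at 25 µM.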
SUMO1-SIM PPI: SUMO1-SIM interaction modulation; 360,000 compounds, 0.33% hits; SUMO1 binding to a labelled peptide, TR-FRET, 1 h; inhibition, % at 20 µM; in the data active = inhibition above about 37%
Rpn11 inh: Rpn11 (human) deubiquitinase inhibition | O00487 | human 26S proteasome, Ub4-pepOG fluorescence polarization; 20S core pre-blocked with epoxomicin | calls only at 20 µM | 360,000 compounds, 0.59% hits | AID 588493;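 active = inhibition at 20 µM, scaled to each plate's controls, above about 33%, limit read from the data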
Target sequence (O00487 whole entry, looked up): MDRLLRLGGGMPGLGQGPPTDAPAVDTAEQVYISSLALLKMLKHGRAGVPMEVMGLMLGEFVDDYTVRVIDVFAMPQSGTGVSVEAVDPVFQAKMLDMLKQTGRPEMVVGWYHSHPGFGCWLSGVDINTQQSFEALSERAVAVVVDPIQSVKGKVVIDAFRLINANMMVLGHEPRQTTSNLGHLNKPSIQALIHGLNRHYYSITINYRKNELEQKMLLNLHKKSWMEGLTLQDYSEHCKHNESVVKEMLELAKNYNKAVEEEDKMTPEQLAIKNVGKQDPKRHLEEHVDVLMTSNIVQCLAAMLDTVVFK
Rin1-Abl PPI inh: human Rin1-Abl interaction inhibition; P00519+Q13671; TR-FRET Rin1/Abl binding, biochemical; inhibition, % at 7.35 µM; 360,000 compounds, 0.4% hits; in the data active = inhibition above about 5%, passing the limit was not always enough
DNMT1 inh: DNMT1 (human) enzyme inhibition; P26358; DNMT1 molecular beacon, Hinp1I cleavage, fluorescence; inhibition (reported as % activation of signal), % at 10 µM; 360,000 compounds, 0.83% hits; AID 588458; in the data active = inhibition above about 50%
Neddylation inh: blocks human cullin neddylation; P61081+Q13564; TR-FRET cullin neddylation, biochemical; calls only at 25 µM; 360,000 compounds, 0.58% hits; AID 651699; in the data active = inhibition above about 36%
NadD inh: blocks S. aureus nicotinate mononucleotide adenylyltransferase | purified NadD enzyme, colorimetric absorbance read-out | 360,000 compounds, 0.78% hits | AID 602399 | inhibition, % at 20 µM; in the data active = inhibition above about 26%; note: some compounds past the cut are filed as inactive
LMPTP block: blocks human LMPTP phosphatase; AID 651560; 360,000 compounds, 0.22% hits; P24666; recombinant LMPTP-A, OMFP fluorogenic substrate, fluorescence intensity; inhibition, % at 20 µM;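 active = compounds that cut the enzyme signal by at least half of the control window in the single-dose screen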;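 note: plate controls were DMSO wells with enzyme plus substrate for no effect and substrate without enzyme for full effect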
Target sequence (P24666 whole entry, looked up): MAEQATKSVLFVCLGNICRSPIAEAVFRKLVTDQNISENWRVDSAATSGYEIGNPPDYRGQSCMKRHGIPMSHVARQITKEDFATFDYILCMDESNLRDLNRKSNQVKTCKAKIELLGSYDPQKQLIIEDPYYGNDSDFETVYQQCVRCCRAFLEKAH
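Test system: LMPTP-A, protein tyrosine phosphatase of low molecular weight; Input: 0.625 nM enzyme; Incubation: 50 min dark incubation at room temperature; Signal: endpoint fluorescence intensity from OMFP dephosphorylation; Read-out basis: % inhibition versus control wells.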
Scp-1 inhibitor: blocks human Scp-1 phosphatase activity | Q9GZU7 | inhibition, % at 20 µM | 340,000 compounds, 0.88% hits | Recombinant Scp1, phosphopeptide, malachite green phosphate absorbance;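 active = inhibition above about 50% at 20 µM, limit read from the data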;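 note: plate controls were DMSO wells with enzyme for no effect and wells lacking enzyme for full effect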
Target sequence (Q9GZU7 76-261 limits assumed): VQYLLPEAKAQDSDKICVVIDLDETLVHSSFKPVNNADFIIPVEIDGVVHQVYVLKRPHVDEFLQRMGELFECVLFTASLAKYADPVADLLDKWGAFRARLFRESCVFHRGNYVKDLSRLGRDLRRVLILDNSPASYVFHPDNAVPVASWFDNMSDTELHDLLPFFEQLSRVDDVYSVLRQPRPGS
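Material – SCP-1 phosphatase catalytic domain, residues 76-261 · Buffer or medium – Acidic Tris acetate buffer with magnesium and detergent · Also added – Phospho 17-mer peptide substrate · Compound – single 20 µM dose, 1% DMSO · Times – 45 min room-temperature reaction, 5 min colour, 30 min stabiliser · Technique – Phosphate-binding colour reagent, absorbance read at 630 nm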
* marks the source's active call; other numbers are inactive results; i = inactive; nt = not tested or not shown.

SMILES	CSN deneddyl inh	STEP block	SUMO1-SIM PPI	Rpn11 inh	Rin1-Abl PPI inh	DNMT1 inh	Neddylation inh	NadD inh	LMPTP block	Scp-1 inhibitor
COC(=O)CC1C(=O)NCCN1C(=O)CSc1nnnn1-c1ccc(OC)cc1 (stereo not drawn)	-6	2	1	i	3	1	i	6	-0.5	-3
O=C(/C=C/c1ccccc1)OCC(=O)N1CCCC1	-2	-1	-10	i	0	5	i	2	-0.4	-9
C=CCC1(CC=C)CCCN1C(=O)CC1C(=O)NCCN1Cc1cccc(OC)c1OC (stereo not drawn)	4	-4	7	i	-1	-1	i	-2	-0.9	-5
Cc1ccc(Nc2ccc(C(N)=O)cc2[N+](=O)[O-])cc1C	2	4	-31	i	-4	-1	i	-6	1.3	0
C=C1CC(C(=O)N/N=C/c2ccc(O)cc2)C1	3	-1	-4	i	-1	-1	i	1	-1.3	-4
Nc1[nH]c(C(=O)c2ccccc2)c(-c2cccc3ccccc23)c1C(=O)NCc1ccccc1	-2	nt	3	nt	nt	nt	i	19	1.2	nt
O=C(NCC(c1cccs1)N1CCOCC1)c1ccccc1NS(=O)(=O)c1ccc(Cl)c([N+](=O)[O-])c1 (stereo not drawn)	-4	-1	-7	i	1	5	i	9	-0.4	0
Cn1c(C(=O)N2CCN(c3ccc(F)cc3)CC2)cc2ccccc21	-4	0	2	i	2	-4	i	-7	2.2	-2
O=[N+]([O-])c1ccccc1/C=N/NC1=NCCCCC1	-13	-4	-17	i	-3	0	i	-4	-2.3	-7
COc1ccccc1C(=O)NC(CCSC)C(=O)NNC(=O)C(C)Oc1ccccc1F (stereo not drawn)	-4	-2	1	i	3	2	i	-3	-1.2	-11
COCCCNC(=O)C[C@H]1C[C@H](C(=O)N2CCOCC2)[C@@]2(CCC3CCCC3)c3[nH]c4cc(-c5ccco5)ccc4c3CCN2C1=O	1	2	1	i	1	-20	nt	-8	0.5	4
Cn1c(SCC(N)=O)nnc1-c1ccccc1	-1	0	-2	i	2	1	i	4	-1.0	-10
COc1ccccc1CCNC(=O)CSCC(=O)Nc1ccccc1F	0	0	1	i	1	4	i	-1	-2.2	nt
Cc1ccc(C)c(S(=O)(=O)Nc2ccccc2C(=O)Nc2cc(C)on2)c1	-5	-1	10	i	0	0	nt	-1	0.4	0
O=C(CCN1CCCCC1)N1CCc2c([nH]c3ccccc23)C1c1cccnc1 (stereo not drawn)	-3	-1	2	i	4	1	i	-3	1.1	-3
Cc1ccc(S(=O)(=O)Nc2cccc(Oc3cnccn3)c2)cc1	-4	2	2	i	-1	-1	i	-1	-0.8	-11
O=S(=O)(CC12C3C4C5C1C2C(Br)(C43)C51OCCO1)c1ccccc1 (stereo not drawn)	5	-4	5	i	6	-1	i	-4	-2.1	1
Cc1cc(NC(=O)COC(=O)c2cc(S(=O)(=O)N(C)C)ccc2Cl)no1	0	-2	-2	i	5	8	i	-5	-0.2	8
CCN1CCN(C(=O)c2c(-c3ccccc3)noc2C)CC1	-1	-2	-2	i	-4	2	i	-7	-0.8	-3
O=C(Nc1cccc(C(F)(F)F)c1)c1ccc(-c2ccc(F)c(F)c2)c2ccoc12	-2	2	-6	i	-1	32	i	-3	0.1	nt

Gathered by group, the entries above with an NH in an aromatic ring.
SMILES	CSN deneddyl inh	STEP block	SUMO1-SIM PPI	Rpn11 inh	Rin1-Abl PPI inh	DNMT1 inh	Neddylation inh	NadD inh	LMPTP block	Scp-1 inhibitor
Nc1[nH]c(C(=O)c2ccccc2)c(-c2cccc3ccccc23)c1C(=O)NCc1ccccc1	-2	nt	3	nt	nt	nt	i	19	1.2	nt
COCCCNC(=O)C[C@H]1C[C@H](C(=O)N2CCOCC2)[C@@]2(CCC3CCCC3)c3[nH]c4cc(-c5ccco5)ccc4c3CCN2C1=O	1	2	1	i	1	-20	nt	-8	0.5	4
O=C(CCN1CCCCC1)N1CCc2c([nH]c3ccccc23)C1c1cccnc1 (stereo not drawn)	-3	-1	2	i	4	1	i	-3	1.1	-3

Carrying on.
SMILES	CSN deneddyl inh	STEP block	SUMO1-SIM PPI	Rpn11 inh	Rin1-Abl PPI inh	DNMT1 inh	Neddylation inh	NadD inh	LMPTP block	Scp-1 inhibitor
CCc1cccc(NS(=O)(=O)c2c(C)n[nH]c2C)c1	1	-3	1	i	-2	2	i	1	0.2	-8
CC(C)(C)n1nc2c(c1NC(=O)COc1ccc(Cl)cc1)CS(=O)(=O)C2	-3	-2	-7	i	1	-1	i	-2	-0.3	0
Cc1[nH]c2ccccc2c1N=Nc1c(C)n(C)n(-c2ccccc2)c1=O	5	6	-2	i	1	-4	i	4	0.5	1
CCn1c(C(O)c2ccccc2)nc2ccccc21 (stereo not drawn)	0	-2	-2	i	-4	-1	i	4	-0.1	-11
Cc1c(C)n(CCc2c[nH]c3ccccc23)ccc1=O	-1	4	3	i	2	-2	i	0	-2.3	-7
CC(C)(C)OC(=O)C[C@@H]1C/C=C\C[C@H](CC(=O)N(CCO)Cc2ccccc2)C(=O)N[C@H](Cc2ccccc2)COC1=O	-5	2	-1	i	2	2	i	-3	1.1	0
COCCCNC(=O)C1CC(=O)N(c2ccc(C)cc2)C1 (stereo not drawn)	6	-1	-1	i	4	8	i	0	0.3	-13
CCN(CC(=O)Nc1ccc(OC)cc1)C(=O)C1CC(=O)N(Cc2ccccc2)C1 (stereo not drawn)	0	-2	-34	i	0	-7	i	0	-9.1	nt
O=C(NC1CCCCC1)C1CC(=O)N(c2ccc(Cl)cc2)C1 (stereo not drawn)	-3	-1	-6	i	1	-1	i	0	-0.7	-4
Cc1ccc(-c2cc(C(=O)NCc3cccs3)no2)cc1	2	0	1	i	-2	1	i	-4	-1.4	-7
Cc1c(C(=O)N2CCCc3ccccc32)oc2ccc(S(=O)(=O)N3CCOCC3)cc12	-2	3	0	i	2	-2	i	-7	-1.0	-8
O=C(COC(=O)CCC(=O)c1ccc(Cl)cc1)NCC1CCCO1 (stereo not drawn)	2	0	-2	i	3	0	i	4	0.1	-15
C[C@H]1CN([C@@H](C)CO)C(=O)c2cc(C#CC3(O)CCCC3)cnc2O[C@H]1CN(C)C(=O)C1CC1	1	2	1	i	-2	4	i	1	-2.0	nt
Cc1cc(S(=O)(=O)NCc2ccccc2)ccc1OCC(=O)NCc1ccncc1	0	2	-2	i	-1	0	i	-2	-0.2	-5
O=P(c1ccccc1)(c1ccccc1)C(O)c1ccc(Br)cc1 (stereo not drawn)	1	2	-4	i	-2	0	i	-2	-2.2	-5
CCCC(=O)Nc1ccc(Br)cn1	1	-1	0	i	1	3	i	4	-0.2	-3
CC(C)C[C@@H](CN1CCC[C@@H]1CN1C(=O)C(=O)NC[C@@H]1Cc1ccccc1)N1C[C@H](Cc2ccc(O)cc2)N(CC2CCCCC2)C(=O)C1=O	-5	5	3	i	-2	-1	i	22	1.3	10
CC(C)CCN1C(=O)c2ccc(C(=O)Nc3ccccc3C(=O)O)cc2C1=O	5	0	-23	i	5	-1	i	-7	-0.8	-10
C/C(=N\S(=O)(=O)c1ccc(C)cc1)N(C)C	-4	-2	45*	i	0	9	i	-6	0.0	-4
O=C(Nc1ccc(Br)cc1)c1ccco1	-1	0	2	i	2	1	i	1	-0.9	2

Single records (already shown). Values in the order: CSN deneddyl inh, STEP block, SUMO1-SIM PPI, Rpn11 inh, Rin1-Abl PPI inh, DNMT1 inh, Neddylation inh, NadD inh, LMPTP block, Scp-1 inhibitor
Record of COCCCNC(=O)C1CC(=O)N(c2ccc(C)cc2)C1 (stereo not drawn) : 6, -1, -1, i, 4, 8, i, 0, 0.3, -13
Record of CCCC(=O)Nc1ccc(Br)cn1 : 1, -1, 0, i, 1, 3, i, 4, -0.2, -3
Record of CCc1cccc(NS(=O)(=O)c2c(C)n[nH]c2C)c1 : 1, -3, 1, i, -2, 2, i, 1, 0.2, -8

Ordered by value in Rin1-Abl PPI inh (lowest first): three of the compounds above.
SMILES	CSN deneddyl inh	STEP block	SUMO1-SIM PPI	Rpn11 inh	Rin1-Abl PPI inh	DNMT1 inh	Neddylation inh	NadD inh	LMPTP block	Scp-1 inhibitor
O=P(c1ccccc1)(c1ccccc1)C(O)c1ccc(Br)cc1 (stereo not drawn)	1	2	-4	i	-2	0	i	-2	-2.2	-5
Cc1[nH]c2ccccc2c1N=Nc1c(C)n(C)n(-c2ccccc2)c1=O	5	6	-2	i	1	-4	i	4	0.5	1
CC(C)CCN1C(=O)c2ccc(C(=O)Nc3ccccc3C(=O)O)cc2C1=O	5	0	-23	i	5	-1	i	-7	-0.8	-10

(listing goes on)
SMILES	CSN deneddyl inh	STEP block	SUMO1-SIM PPI	Rpn11 inh	Rin1-Abl PPI inh	DNMT1 inh	Neddylation inh	NadD inh	LMPTP block	Scp-1 inhibitor
Cc1nc(Nc2ccc(Cl)c(Cl)c2)sc1C(/C=C/c1ccc2c(c1)OCO2)=NNc1ccc([N+](=O)[O-])cc1[N+](=O)[O-]	-3	7	-18	i	2	-9	i	48*	3.1	10
COc1ccc(C(=O)N=S2CCN(C(=O)c3ccc(Cl)cc3)CC2)cc1	-3	-1	2	i	1	-2	i	-1	-0.1	-7
CCN(CC(=O)Nc1ccc(OC)cc1)CC(=O)Nc1cccc(S(=O)(=O)N2CCOCC2)c1	0	1	-3	i	-1	3	i	3	0.8	nt
CCOc1cccc(OCCOc2ccc(C(=O)c3ccccc3)cc2)c1	-5	0	1	i	0	-1	i	11	3.7	-14
Cc1cc(C)c2cc(C#N)c(SCC(=O)Nc3ccc4c(c3)OCO4)nc2c1	4	2	-34	i	-2	30	i	17	-1.0	-5
CCOc1cc(N2CCOCC2)c(OCC)cc1NC(=O)CN1C(=O)NC2(CCCCCCC2)C1=O	3	2	-1	i	-1	-1	i	7	-0.6	-7
O=C(NCc1cccnc1)C(=O)Nc1nc(-c2ccccc2)cs1	1	-1	-6	i	0	-2	i	0	-2.1	-7
O=C(C[C@H]1C[C@@H]2c3cc(NS(=O)(=O)c4ccccc4)ccc3O[C@@H]2[C@H](CO)O1)NC1CCCC1	-3	0	1	i	0	3	i	3	-1.1	nt
Cc1ccc(NC(=O)Cn2cccc2)c(C)c1	-2	-2	-1	i	-2	1	i	-4	-1.3	-5
CC(OC(=O)c1cc(=O)[nH]c2ccccc12)C(=O)NC1CCCCC1C (stereo not drawn)	0	1	-10	i	-1	0	i	-1	1.3	0
Cc1ccc(-c2nc(CSCC(=O)N3CCN(C(=O)c4ccco4)CC3)c(C)o2)cc1	3	4	12	i	2	-6	i	4	-0.4	0
NS(=O)(=O)c1ccc(N/N=C/c2ccc(C(=O)O)cc2)c([N+](=O)[O-])c1	0	1	-37	i	-12	0	i	0	3.8	-21

Screening results (PubChem)
